Screening data: PubChem BioAssay, The Scripps Research Institute Molecular Screening Center
CHRM5 antagonist: antagonists of human muscarinic M5 receptor (CHRM5). AID 624040. hit rate 0.59% among 360,000. inhibition, % at 3 µM. CHO-hM5 cells, Fluo-8 calcium fluorescence, ACh EC80;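 active means inhibition above a per-plate cutoff, the mean of that plate's test compounds plus 3 SD, cut at about 27% in these data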;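 further: 0% = acetylcholine EC80 with DMSO and 100% = DMSO without agonist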
Target sequence (P08912 whole entry, looked up): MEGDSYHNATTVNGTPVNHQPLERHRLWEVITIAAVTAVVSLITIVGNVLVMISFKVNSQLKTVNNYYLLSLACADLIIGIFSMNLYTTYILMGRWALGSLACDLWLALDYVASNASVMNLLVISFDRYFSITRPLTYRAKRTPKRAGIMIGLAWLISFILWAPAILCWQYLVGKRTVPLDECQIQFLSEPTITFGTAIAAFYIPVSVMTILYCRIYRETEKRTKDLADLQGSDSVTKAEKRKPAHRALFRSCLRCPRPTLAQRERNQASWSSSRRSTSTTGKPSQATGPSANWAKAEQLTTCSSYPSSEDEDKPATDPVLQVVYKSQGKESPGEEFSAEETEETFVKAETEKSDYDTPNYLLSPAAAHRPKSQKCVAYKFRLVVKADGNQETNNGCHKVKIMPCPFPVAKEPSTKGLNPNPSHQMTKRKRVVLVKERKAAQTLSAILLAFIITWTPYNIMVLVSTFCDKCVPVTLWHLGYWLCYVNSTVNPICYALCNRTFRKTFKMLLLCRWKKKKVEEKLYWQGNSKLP
CHO-K1 Ca PAM: nonselective activator or artifact in parental CHO-K1 calcium assay; hit rate 0.02% among 360,000; activation, % at 3 µM; AID 602247; ATP EC20, Fluo-8 calcium fluorescence; 0% at ATP EC20, 100% at ATP max;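 active means activation above the run cutoff, the mean activation of all test compounds plus 3 SD, cut at about 40% in these data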;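 further: peak over basal fluorescence ratio in a 140 s read after ATP addition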
CHRM5 PAM: CHRM5 positive allosteric modulation; CHO-K1 hM5, Fluo-8 calcium, ACh EC20 PAM; 0% = ACh EC20, 100% = ACh EC100; activation, % at 3 µM; hit rate 0.3% among 360,000; AID 624038;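 active means activation above the run cutoff, the mean activation of all test compounds plus 3 SD, cut at about 18% in these data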
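System – CHO-K1 hM5 cells · Compound – 3 µM, single dose · Incubation – compound preincubation 140 s before EC20 acetylcholine addition · Technique – Fluo-8 calcium fluorescence · Measure – Max/basal fluorescence ratio as % of EC20–EC100 ACh window · Benchmarks – low control EC20 acetylcholine (0%), high control EC100 acetylcholine (100%) · Replication – singlicate, one well per test compound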
CHRM4 PAM: potentiates acetylcholine response at human M4 receptor; P08173; CHO-K1 hM4/Gqi5, Fluo-8 calcium fluorescence, ACh EC20; 0% = ACh EC20, 100% = maximal ACh; activation, % at 3 µM; hit rate 0.4% among 360,000; AID 624126;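 active means activation above its plate's cutoff, the mean activation of sample wells plus 3 SD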; further: some results filed as inactive read as strong as hits
Target sequence (P08173 whole entry, looked up): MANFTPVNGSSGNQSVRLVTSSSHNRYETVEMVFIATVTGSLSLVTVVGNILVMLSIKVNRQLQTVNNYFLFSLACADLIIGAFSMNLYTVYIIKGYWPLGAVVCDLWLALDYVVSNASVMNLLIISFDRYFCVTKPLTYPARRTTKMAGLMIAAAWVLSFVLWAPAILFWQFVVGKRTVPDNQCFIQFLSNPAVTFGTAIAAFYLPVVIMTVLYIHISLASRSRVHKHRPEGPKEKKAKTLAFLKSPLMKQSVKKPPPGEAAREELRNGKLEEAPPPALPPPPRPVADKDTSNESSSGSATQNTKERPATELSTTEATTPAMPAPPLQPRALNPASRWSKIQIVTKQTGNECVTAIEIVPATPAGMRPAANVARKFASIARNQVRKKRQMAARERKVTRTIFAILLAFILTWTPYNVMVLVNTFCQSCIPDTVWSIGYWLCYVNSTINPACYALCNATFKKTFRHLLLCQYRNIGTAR
CHRM4 agonist: CHRM4 agonism in calcium assay; P08173; CHO-K1 hM4/Gqi5, Fluo-8 calcium fluorescence; vehicle 0%, full acetylcholine response 100%; activation, % at 3 µM; hit rate 0.14% among 360,000;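 active means activation above the run mean over all test wells plus 3 SD, cut at about 32% in these data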;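 further: peak over basal fluorescence ratio per well then scaled between controls; 0% = DMSO wells and 100% = acetylcholine at EC100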
CHO-K1 Ca antag: counter-screen for M1 antagonists: effect in parental CHO-K1 cells; ATP-induced calcium, Fluo-8 fluorescence; inhibition, % at 3 µM; hit rate 0.6% among 360,000; AID 602250;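 active means inhibition above a per-plate cutoff, the plate's mean sample inhibition plus 3 SD, cut at about 24% in these data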;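 further: 0% = DMSO plus EC80 ATP and 100% = DMSO alone without ATP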
CHRM4 antagonist: antagonists of human muscarinic M4 receptor (CHRM4); P08173; CHO-hM4 cells, ACh EC80, Fluo-8 calcium fluorescence; inhibition, % at 3 µM; hit rate 0.73% among 360,000; AID 624125;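 active means inhibition above its plate's cutoff, the mean inhibition of sample wells plus 3 SD, cut at about 27% in these data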;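 further: 0% = acetylcholine EC80 with DMSO and 100% = DMSO without agonist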
M1 ag parental: M1 agonist counterscreen hit in parental CHO-K1 cells | hit rate 0.48% among 360,000 | Fluo-8 calcium fluorescence; scaled to maximal ATP response, vehicle zero | activation, % at 3 µM; in the data active means activation above about 15%;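 further: untransfected CHO-K1 host cells lacking M1 receptor as counterscreen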
M5 ag: CHRM5 agonism in calcium assay | AID 624037 | hit rate 0.19% among 360,000 | CHO-K1 hM5 cells, Fluo-8 calcium fluorescence; 0% DMSO wells, 100% maximal acetylcholine response | activation, % at 3 µM;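 active means activation above the run's mean over test compounds plus 3 SD, cut at about 23% in these data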;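 further: signal is peak over basal fluorescence ratio across the kinetic read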
Active calls of the source: *; nt = no result given.

SMILES	CHRM5 antagonist	CHO-K1 Ca PAM	CHRM5 PAM	CHRM4 PAM	CHRM4 agonist	CHO-K1 Ca antag	CHRM4 antagonist	M1 ag parental	M5 ag
O=[N+]([O-])c1cccc(S(=O)(=O)c2ccc(NCCO)c([N+](=O)[O-])c2)c1	0	-2	-7	-9	14	-2	-4	5.1	-1
COc1ccc(CCN2CC(C(=O)OCC(=O)NCc3ccccc3Cl)CC2=O)cc1OC (configuration not stated)	7	-4	-5	3	2	-4	-1	0.3	3
O=C(Nc1nnc(Cc2ccccc2)s1)C1CCC1	1	11	7	3	1	3	5	-0.4	1
CCN(CC)c1nc(-c2ccccc2)nc2c1sc(=S)n2CC	-1	5	1	3	1	-9	-5	0.2	1
O=C(COC(=O)c1ccc(Cl)nc1)Nc1ccc(S(=O)(=O)N2CCCC2)cc1	2	14	-4	1	4	2	0	1.4	-4
Cc1cc2ccccc2c(=O)n1CC(=O)NCCC1=CCCCC1	3	1	-2	7	2	-11	-15	1.1	0
O=c1oc(-c2ccccc2NS(=O)(=O)c2ccc3ccccc3c2)nc2ccccc12	-6	28	10	8	2	-11	-20	1.1	-1
COc1ccc(NC(=O)C(C2CC2)n2c(=O)c(-c3ccccc3)nc3ccccc32)cc1 (configuration not stated)	-4	nt	7	9	1	nt	-6	nt	1
CCOc1ccc(-c2cc(C(=O)NN)[nH]n2)cc1	0	19	1	8	2	-8	-2	0.7	-4
O=[N+]([O-])c1cc(Cl)ccc1N1CCCC1	8	14	-4	2	0	-6	-5	0.3	-4
CCCCN(C(=S)SC)C1CCS(=O)(=O)C1 (configuration not stated)	11	-20	0	2	1	8	4	-0.1	-2
COc1cc(OC)cc(C(=O)NNC(=O)c2ccccc2Br)c1	8	22	-5	3	3	-9	-11	1.2	-1
Cc1cccc2cc(CN(Cc3cccs3)C3(c4nnnn4C4CCCC4)CCCC3)c(=O)[nH]c12	-6	18	4	5	0	-13	-5	0.6	-2
CCOC(=O)c1ccc(NC(=O)CN2C(=O)C3C4C=CC(C4)C3C2=O)cc1 (configuration not stated)	-2	11	-3	0	2	-1	6	1.1	-4
Cc1cccc(C(=O)Nc2ccc(O)c3c(=O)cc(-c4ccccc4Cl)oc23)c1	6	-7	4	5	-2	12	-7	0.3	3
COc1cc(CNC(C)C23CC4CC(CC(C4)C2)C3)cc(OC)c1OC (configuration not stated)	0	21	5	0	3	-10	-2	6.8	0
COc1ccccc1Cc1c(-c2ccc(C)cc2)nc2ccc(Br)cn12	6	9	-9	6	-2	-10	-8	0.1	0
COc1ccc(-c2nn(-c3ccccc3)cc2/C=N/NC(=O)c2ccc(Br)o2)cc1	11	10	-11	-9	12	-9	6	3.3	0
CCOC(=O)Cc1csc(NC(=O)Cc2ccc(Cl)cc2)n1	1	-21	2	8	5	-2	2	3.1	-6
CCCC(=O)NC(c1ccccc1)c1ccc2cccnc2c1O (configuration not stated)	19	-15	2	3	0	6	-20	0.8	-8
CCOc1ccccc1C(=O)NN1C(=O)C2CCCCC2C1=O (configuration not stated)	-3	11	2	-4	1	-4	1	-0.2	-3
COc1ccc(S(=O)(=O)Nc2c(C)n(C)n(-c3ccccc3)c2=O)cc1Br	8	-8	-5	2	1	-11	-2	0.9	-4
COc1ccc(C(O)c2nc(-c3cccc(C(=O)O)c3)cs2)cc1 (configuration not stated)	7	3	-3	-1	0	2	3	0.7	1
COc1ccc(CNC(=O)CN2C(=O)COc3ccc(S(=O)(=O)N4CCOCC4)cc32)cc1	2	8	-6	-4	1	-19	3	0.3	-6
CCOc1ccc(C2NC(=S)NC3=C2CCc2ccccc23)cc1 (configuration not stated)	11	-21	-3	-5	5	4	-4	0.8	-6
O=C(Nc1ccc(F)cc1)c1c(Cl)nc2ccccn12	-1	2	-3	-2	1	-3	0	0.7	-1
C#CCn1c(=NC(=O)CN2C(=O)CCC2=O)sc2cccc(OC)c21	1	14	0	-3	1	-15	5	0.9	-4
CCN1C2=NCCCN2c2ccccc21	-4	18	4	7	1	-10	-11	1.0	-3
CC(=O)Nc1nc2ccc(C(=O)NCCOC(=O)C3CCCCC3)cc2s1	3	15	-11	-8	6	0	6	3.0	-2
Cn1c(-c2sccc2OCc2cccc(C(F)(F)F)c2)n[nH]c1=S	10	3	-3	-12	0	4	14	0.4	-4
Cn1nccc1C(=O)Nc1ccc2c(c1)OCO2	-2	-12	1	8	1	2	-1	0.3	-1
Nc1ncnc2c1ncn2[C@@H]1O[C@H](CNCc2ccccc2)[C@@H](O)[C@H]1O	5	18	-3	-3	0	-12	4	0.0	1
O=C(NCc1ccncc1)Nc1cc(Cl)ccc1Cl	-4	12	-4	-2	1	-5	0	0.7	-1
O=C(NNc1ccccc1)C(CCO)C(=O)NNc1ccccc1	2	22	-3	-5	1	-8	-3	0.1	-3
CCOC(=O)c1ccc2[nH]c3c(c2c1)CN(C)CC3	-1	18	4	0	0	-7	-2	0.4	1
CC(C(=O)NC1C=CS(=O)(=O)C1)N1C(=O)/C(=C/c2ccc(Cl)cc2)SC1=S (configuration not stated)	-4	9	4	-10	9	-10	-8	4.0	1
Cc1ccc2c(c1)N(CC(=O)N(Cc1ccccn1)Cc1ccco1)C(=O)C(C(C)C)O2 (configuration not stated)	-5	9	-15	-2	6	-4	-7	2.0	-5
CC(C)(CNC(=O)c1ccc(S(=O)(=O)Nc2cccc(C(F)(F)F)c2)cc1)N1CCOCC1	-3	0	1	-4	2	-1	12	1.4	2
CC(=O)c1cccc(NC(=O)Cc2coc3cc4c(cc23)CCC4)c1	11	3	-8	-7	7	11	9	5.2	0
COc1ccc(CNC(=O)COC(=O)CCOc2ccc(C)cc2)cc1OC	-1	-13	3	7	4	-3	5	0.1	1
COC(=O)CSc1nnc2n(C3CCCCC3)c(=O)c3c4c(sc3n12)CCCC4	1	3	-3	-1	3	-13	0	0.4	3
Cc1cc2c3nonc3ccc2n1-c1ccccc1	10	-3	-10	-4	-3	-4	0	-0.3	-5
Cc1cccn2c(=O)nc(SCC(=O)N3CCN(c4ccccc4)CC3)nc12	5	-6	-6	-1	1	-10	5	0.7	0
O=S(=O)(c1ccc(SCc2ccc(Cl)cc2)nc1)N1CCCC1	5	5	-17	-9	2	-15	-13	-0.1	-11
Cc1ccc(NC(=O)c2nnn(CC(=O)Nc3ccc4c(c3)OCO4)c2N)cc1C	-18	11	6	6	5	-13	-1	0.9	-1
COc1ccccc1NC(=O)c1cc2c(CO)cnc(C)c2oc1=Nc1ccc(OC)c(OC)c1	-7	8	5	3	2	-13	-15	0.5	2
CC(Sc1nc(N)cc(=O)[nH]1)C(=O)Nc1sc2c(c1C#N)CCCC2 (configuration not stated)	9	-16	-9	-10	1	30*	10	0.8	0
COc1ccc(NC(C)=O)cc1NC(=O)C1CCCN1C(=O)c1cccs1 (configuration not stated)	-1	-11	2	0	0	3	4	0.9	3
CN(C)c1ccc(NC(=S)NC(=O)/C=C/c2ccc(Cl)cc2)cc1	8	-10	-4	17	1	11	0	-0.4	-2
COc1cc(C(=O)NCC(=O)N/N=C/c2cccnc2)cc(OC)c1OC	-7	8	5	-2	1	-16	5	-0.1	-3
CCOC(=O)c1c(C)[nH]c(C(=O)OCC(=O)Nc2sc(C(=O)N(C)C)c(C)c2C(=O)OCC)c1C	7	11	0	11	1	-4	-8	2.6	0
Cc1ccc(C(=O)CC(=O)c2ccccc2C)c(O)c1	2	-13	-4	-3	-1	-12	-17	-1.1	-3
COc1ccc(CN(C(=O)c2snc(C(N)=O)c2N)C(C(=O)NC2CCCC2)c2ccc(OC)cc2)cc1 (configuration not stated)	20	-5	-3	-5	6	-6	6	1.4	-6
CCC/C=C/c1ccc(CN2C(C(C)C)C(=O)N(Cc3cn(CCC4OCCCO4)nn3)CCS2(=O)=O)cc1 (configuration not stated)	-9	22	-4	2	4	-9	-8	1.4	1
COc1ccccc1CC(=O)Nc1cccc(S(=O)(=O)N2CCOCC2)c1	13	-7	-3	15	3	-8	-5	1.4	-4
CCOc1ccc(C(=O)CCC(=O)Nc2ccc(C)cn2)cc1	9	-11	-4	-1	1	1	-1	1.1	0
Cc1ccc(SCC(=O)Nc2cccc(C(=O)NC(C)(C)C)c2)cc1	-9	8	4	1	2	3	3	1.4	4
O=C(NCC1(O)CCCCC1)C1CCC(=O)N(Cc2cccc(C(F)(F)F)c2)C1 (configuration not stated)	3	-5	1	3	2	-5	5	0.0	-1
Cc1occc1C(=O)NNC(=O)c1ccccc1Br	-7	29	1	1	1	-15	-5	1.4	0
Cc1ccc(N(CC(=O)N/N=C/c2ccc(OCC(N)=O)cc2)S(C)(=O)=O)cc1Cl	26	9	-12	2	1	1	-2	0.5	0
New compounds follow
SMILES	CHRM5 antagonist	CHO-K1 Ca PAM	CHRM5 PAM	CHRM4 PAM	CHRM4 agonist	CHO-K1 Ca antag	CHRM4 antagonist	M1 ag parental	M5 ag
COc1cccc(CNC(=O)CN2C(=O)CC(c3ccccc3)=Nc3ccccc32)c1	2	17	6	2	6	-10	-3	1.8	1
CCOP(=O)(OCC)C(NC(=O)c1ccc(OC)c(OC)c1)c1ccccc1 (configuration not stated)	-2	3	0	-4	0	-10	2	0.4	1
COc1cc(C(=O)NC(=S)NNC(=O)c2ccc3c(c2)OCO3)cc(OC)c1OC	5	8	7	-3	3	9	7	9.1	7
Cc1ccc(S(=O)(=O)N2CCCC2C(=O)Nc2nc3c(s2)CCCC3)cc1 (configuration not stated)	13	2	-40	-11	13	11	10	4.2	-5
Clc1ccc(OCCn2cnc3ccccc32)cc1	4	-9	-3	-4	5	7	-1	1.1	-4
COc1ccccc1NS(=O)(=O)c1ccc(N/N=C/C=C/c2ccccc2[N+](=O)[O-])c([N+](=O)[O-])c1	-17	12	8	-3	1	-10	-5	0.0	2
O=C(NCCc1ccccc1F)C1CCCN1S(=O)(=O)c1ccccc1 (configuration not stated)	-4	9	-2	15	3	-9	-9	0.4	2
CC(C)NS(=O)(=O)c1ccc(NC(=O)C(C)Oc2ccc(C(=O)c3ccccc3)cc2)cc1 (configuration not stated)	47*	-2	-17	-46	117*	51*	71*	44*	65*
Cc1c(Cl)cnn1CC(=O)NC1C(=O)N2C(C(=O)O)=C(CSc3nnnn3C)CSC12 (configuration not stated)	5	8	2	-1	1	-9	1	0.2	0
O=C(NCCCN1CCOCC1)C(=O)N/N=C/c1c(Cl)cccc1Cl	-11	21	1	-5	0	-12	6	0.2	-5
COC(=O)c1c(SCC(=O)NC2CCCCC2)[nH]c2ccccc2c1=O	4	10	-2	6	2	-11	-16	0.5	-4
